POLH inh = qHTS for Inhibitors of Polymerase Eta; Potency, µM (doses to about 114 µM), without a hit: at the top dose activity change, negative = inhibition, most hits filed as inhibitors; recombinant Pol eta, fluorescent DNA replication assay; DNA polymerase eta (Homo sapiens), Q9Y253; actives 1.2% (n = 390,000); AID 588591, 2011; note: % is set by controls: 0 for no effect and ±100 for the full control effect
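Fluorescent replication assay: 50 nM final substrate added after a 15 min room-temperature compound preincubation with 10 nM enzyme. Signal taken at 0 min and again at 10 min.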
POLK inh = qHTS for Inhibitors of Polymerase Kappa. purified Pol kappa, fluorescent DNA synthesis assay, 10 min. Potency, µM (top dose mostly 107 µM), for the others: top-dose activity, negative = inhibition, usual class: inhibitors. actives 0.53% (n = 400,000); note: % is set by controls: 0 for no effect and ±100 for the full control effect
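Kinetic fluorescence readout at 0 and 10 min followed reaction start with substrate at 50 nM final. Beforehand, enzyme (10 nM Pol kappa) stood 15 min with compound at room temperature; buffer-only wells were negative controls.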
JMJD2A Tudor = qHTS Assay for Inhibitors of JMJD2A-Tudor Domain; Lysine-specific demethylase 4A (Homo sapiens), O75164; AlphaScreen JMJD2A-Tudor / H3K4me3 peptide binding; Potency, µM (top dose mostly 114 µM), for inactives: top-dose activity change, negative = inhibition, actives largely listed as inhibitors; actives 4.4% (n = 390,000); AID 504339, 2011; note: % is set by controls: 0 for no effect and ±100 for the full control effect; nearly all actives have a fitted effect of over 50% in size
Target sequence (O75164 whole entry, looked up, the tested form may be a part): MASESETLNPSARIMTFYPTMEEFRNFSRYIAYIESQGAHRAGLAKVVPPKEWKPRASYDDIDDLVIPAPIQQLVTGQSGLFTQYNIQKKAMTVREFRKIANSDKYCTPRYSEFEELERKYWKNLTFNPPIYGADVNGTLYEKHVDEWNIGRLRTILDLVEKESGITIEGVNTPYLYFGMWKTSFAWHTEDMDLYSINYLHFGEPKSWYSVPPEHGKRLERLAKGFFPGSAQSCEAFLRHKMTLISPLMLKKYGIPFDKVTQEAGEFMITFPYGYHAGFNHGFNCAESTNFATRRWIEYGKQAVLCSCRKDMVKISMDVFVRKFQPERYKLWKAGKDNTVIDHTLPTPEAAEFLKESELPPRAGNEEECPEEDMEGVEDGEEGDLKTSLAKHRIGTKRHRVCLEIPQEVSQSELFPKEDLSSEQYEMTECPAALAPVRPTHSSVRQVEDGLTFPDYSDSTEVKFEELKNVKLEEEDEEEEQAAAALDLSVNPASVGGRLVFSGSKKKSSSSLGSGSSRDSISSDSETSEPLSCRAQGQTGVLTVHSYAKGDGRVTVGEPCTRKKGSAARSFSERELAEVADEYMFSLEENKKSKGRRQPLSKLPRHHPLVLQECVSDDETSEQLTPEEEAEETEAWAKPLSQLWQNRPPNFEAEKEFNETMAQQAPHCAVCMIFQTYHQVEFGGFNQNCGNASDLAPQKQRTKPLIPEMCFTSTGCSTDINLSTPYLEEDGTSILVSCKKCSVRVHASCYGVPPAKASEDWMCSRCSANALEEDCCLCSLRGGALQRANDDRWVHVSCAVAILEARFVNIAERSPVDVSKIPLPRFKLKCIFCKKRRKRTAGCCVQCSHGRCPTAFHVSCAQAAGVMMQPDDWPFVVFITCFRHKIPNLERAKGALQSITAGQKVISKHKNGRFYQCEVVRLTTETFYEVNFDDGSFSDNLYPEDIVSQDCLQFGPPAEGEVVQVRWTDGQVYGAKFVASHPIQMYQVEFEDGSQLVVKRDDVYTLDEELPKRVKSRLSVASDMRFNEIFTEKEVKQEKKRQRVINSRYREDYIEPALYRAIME
APE1 inh = qHTS Assay for Inhibitors of the Human Apurinic/apyrimidinic Endonuclease 1 (APE1); recombinant APE1, TAMRA/BHQ-2 abasic DNA cleavage fluorescence; actives 0.35% (n = 350,000); DNA repair nuclease/redox regulator APEX1 (Homo sapiens), P27695; Potency, µM (titrated, usually from 65.8 µM), for the others: top-dose activity change, negative = inhibition, usual class: inhibitors;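 note: plate controls were vehicle for no effect and reference inhibitor for full effect; nearly all actives have a fitted effect of over 55% in size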
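Activity was derived from the fluorescence gain between first and third kinetic reads (60 s intervals, ex 525/em 598 nm) after 50 nM THF-abasic TAMRA/BHQ-2 duplex was added to 0.75 nM APE1 preincubated 15 min with compound.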
BAZ2B inh = qHTS Assay for Inhibitors of BAZ2B; Potency, µM (doses to about 114 µM), for the others: top-dose activity change, negative = inhibition, hits mostly inhibitors; Bromodomain adjacent to zinc finger domain protein 2B (Homo sapiens), Q9UIF8; actives 4.4% (n = 360,000); AlphaScreen BAZ2B-H3K14Ac peptide displacement; AID 504333, 2011; note: % is set by controls: 0 for no effect and ±100 for the full control effect; nearly all actives have a fitted effect of over 60% in size
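AlphaScreen displacement: compounds (up to 110uM) incubated 30 min at room temperature with a preformed 50 nM BAZ2B/50 nM biotinylated H3K14Ac peptide complex in PBS pH 7.4 with Tween-20. Donor and acceptor beads at 10 ug/mL final added, 20 min light-protected before reading.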
BLM inh = qHTS Assay for Inhibitors of Bloom's syndrome helicase (BLM) | RecQ-like DNA helicase BLM (Homo sapiens), P54132 | recombinant BLM DNA unwinding, fluorescence dequenching | Potency, µM (top dose mostly 56.1 µM), without a hit: at the top dose activity change, negative = inhibition, usual class: inhibitors | actives 0.2% (n = 350,000);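 note: plate controls were vehicle for no effect and no enzyme for full effect; nearly all actives have a fitted effect of over 35% in size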
G9a inh = qHTS Assay for Inhibitors of Histone Lysine Methyltransferase G9a | Histone-lysine N-methyltransferase EHMT2 (Homo sapiens), Q96KQ7 | G9a H3K9 monomethylation, AlphaScreen, 2 h | Potency, µM (titrated, usually from 102 µM), for the others: at the top dose activity, negative = inhibition, most hits filed as inhibitors | actives 8.8% (n = 350,000); note: % is set by controls: 0 for no effect and ±100 for the full control effect; nearly all actives have a fitted effect of over 75% in size
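Chemiluminescent proximity detection of H3K9 monomethylation, read after 10 min bead incubation in the dark. Reaction: 20 nM G9a, 500 nM biotin-H3K9 peptide, 20 uM SAM cofactor, 2 h, room temperature, following 15 min enzyme-compound preincubation.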
POLI inh = qHTS for Inhibitors of Polymerase Iota | Pol iota fluorescent replication assay, 10 min | actives 1% (n = 390,000) | Potency, µM (series often up to 115 µM), without a hit: top-dose activity, negative = inhibition, actives largely listed as inhibitors | AID 588590, 2011
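Fluorescent replication assay read twice, at 0 min and 10 min after adding 50 nM (final) substrate. Enzyme (10 nM) and compounds were first incubated 15 min at room temperature; enzyme-free buffer wells were negative controls.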
POLB inh = qHTS Assay for Inhibitors of DNA Polymerase Beta; P06746; Pol beta primer extension/strand displacement, fluorescence kinetic; Potency, µM (doses to about 114 µM), for the others: at the top dose activity change, negative = inhibition, actives largely listed as inhibitors; actives 1.3% (n = 340,000); AID 485314, 2010; note: % is set by controls: 0 for no effect and ±100 for the full control effect
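Reaction started by 50 nM substrate onto compound-treated Pol beta (10 nM, 15 min preincubation, room temperature); plates read at 0 min and 10 min. Normalized concentration-effect data fitted by four-parameter Hill equation.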
Numbers without * were called inactive; ? = inconclusive; . = not tested or not shown; [ ] = dose if it differs, or a comment. Calls come from the whole dose curve; as a rule, active = well fitted curve in the direction sought with a large enough effect; inconclusive = small, poorly fitted or top-dose-only effect, or another doubt; inactive = no such curve, though single readings can be large; an effect the other way counts as inactive or inconclusive. Potency is the fitted concentration of half-maximal effect.

no.	compound	G9a inh	JMJD2A Tudor	POLK inh	BAZ2B inh	POLH inh
1	O=CNCc1nc2ccccc2n1CCc1ccccc1	.	-31%	-6%	4%	-15%
2	Cc1c(C(=O)OCC(=O)Nc2c(C)n(C)n(-c3ccccc3)c2=O)cccc1[N+](=O)[O-]	17%	-16%	4%	3%	-8%
3	O=C(CCC(=O)OCCCC(F)(F)C(F)(F)F)Nc1ccccc1	3%	-12%	-11%	4%	0%
4	COCCN(Cc1ccc(C)c(Br)c1)S(=O)(=O)c1ccc2[nH]c(=O)ccc2c1	5%[59 µM]	-18%	-6%[60.1 µM]	-1%	-7%
5	O=C(O)COc1ccc(/C=C/c2nc3ccc([N+](=O)[O-])cc3s2)cc1	-4%[59 µM]	-21%[11.4 µM]	-3%	-1%	.
6	CCC(C)[C@H](NC(=O)NCc1ccccc1Cl)C(=O)O (stereo not given in full)	-4%[12.7 µM]	-13%	-3%	-9%	-4%
7	COc1ccc(-c2nc(-c3ccccc3)nc(Cl)c2C#N)cc1	?	?	0%	4%	-1%
8	Cc1cc(NS(=O)(=O)c2ccc(NC(=O)c3ccoc3C)cc2)nc(C)n1	?	-19%	-26%	-26%	?
9	Cc1ccc(C(=O)NN2C(=O)C3C4C=CC(C4)[C@@H]3C2=O)cc1 (stereo not given in full)	.	5%	5%	-15%	-6%
10	Cc1ccc(C(C)C)c(OCCCn2c(=O)oc3ccc(C)cc32)c1	108%[activator][59 µM]	63%[activator]	-21%	42%[activator]	-21%

no.	APE1 inh	BLM inh	POLB inh	POLI inh
1	2%	4%	-1%	150%[activator]
2	2%	-5%	0%	?
3	?	1%	-23%	26%
4	.	-5%	-2%	-11%
5	-7%	-4%	-2%	15%
6	0%	-2%	2%	15%
7	2%	0%	-1%	?
8	-3%	0%	7%	-4%
9	5%	2%	34%	24%
10	.	-5%	-8%	12%

(listing goes on)
no.	compound	G9a inh	JMJD2A Tudor	POLK inh	BAZ2B inh	POLH inh
11	Cc1cccc(Cn2c(O)c(N=NC(=S)Nc3ccccc3F)c3ccccc32)c1	8.9µM*	10µM*	-3%	8.9µM*	-6%
12	Cc1ccc(S(=O)(=O)N2CCN(C(=O)COC(=O)c3cccc(Cl)c3)CC2)c(C)c1	23%[12.7 µM]	3%	5%	-7%	-19%
13	COc1ccc(C(CNC(=O)c2cccc(S(=O)(=O)Nc3ccc(C)cc3)c2)N2CCCCC2)cc1 (stereo not given)	3%[59 µM]	?	-20%	-8%	-15%
14	CC[C@@H]1CC=C[C@H]2[C@H]1C(=O)N(Cc1ccccc1)[C@H]2c1cc(C)ccc1F	65%[activator][59 µM]	.	.	22%	.
15	Cc1c(-c2ccccc2)n(-c2ccccc2O)c2nc3c(c(=O)n(C)c(=O)n3C)n12	-3%[59 µM]	-17%	-10%	-11%	-14%
16	COc1ccc(C(=O)Nc2cccc(NC(C)=O)c2)cc1OC	-1%	-10%	?	-4%	?
17	Cn1c(C(=O)O)cc2cc(F)ccc21	?	-30%	-6%	?	0%
18	COCC(=O)N1CCCC(C(=O)c2ccc(C(F)(F)F)cc2)C1 (stereo not given)	-10%	-3%	-8%	8%	-12%
19	CCOc1ccc(-n2nc3ccc(NC(=O)COc4ccccc4C)cc3n2)cc1	6%[59 µM]	-10%	-17%	0%	-8%
20	CCOc1ccccc1NC(=O)Cc1c(F)cccc1Cl	23%	-16%	-6%	0%	-3%

no.	APE1 inh	BLM inh	POLB inh	POLI inh
11	12%	-5%	-2%	25%
12	-13%	.	.	3%
13	-9%	.	.	10%
14	0%	-6%	3%	.
15	.	-11%	-3%	?
16	-1%	0%	8.9µM*	?
17	-1%	7%	-3%	6%
18	12%	0%	24%	-8%
19	.	-3%	31%	7%
20	-3%	3%	?	3%

Next section:
no.	compound	G9a inh	JMJD2A Tudor	POLK inh	BAZ2B inh	POLH inh
21	CC(O)CSc1nc2c(c(=O)n(C)c(=O)n2C)n1CCCc1ccccc1 (stereo not given)	32%[12.7 µM]	-4%	-9%	17%	-9%
22	CCOC(=O)c1ccc(N2C(=O)CC(N3CCN(Cc4ccccc4)CC3)C2=O)cc1 (stereo not given)	-8%	-10%	-8%	4%	-4%
23	O=C(NCCCN1CCC(Cc2ccccc2)CC1)C1CCC(=O)N1C1CCCC1 (stereo not given)	-29%	-10%	-6%	-4%	-21%
24	CC(=O)OC1COC(N2CCc3cc(Br)c([N+](=O)[O-])cc32)C(OC(C)=O)C1OC(C)=O (stereo not given)	?	-17%	-15%	-37%	-18%
25	Cc1cccc(NC(=O)C2CCCN(c3nc4ccccc4s3)C2)c1C (stereo not given)	2%[59 µM]	-3%	-8%	1%	-16%
26	COc1cccc(N/C(SCc2ccccc2Cl)=C(/C#N)C(=O)NCc2cccs2)c1	10%[59 µM]	-17%	-8%	-2%	-12%
27	O=C(NCc1cccs1)C(Cc1ccccc1)n1cccc1 (stereo not given)	45µM*	-25%	-2%	-37%	-8%
28	CC1=CS(=O)(=O)CC1Sc1nc2ccccc2[nH]1 (stereo not given)	79µM*	-35%	7%	-6%	-8%
29	O=S(=O)(NCCc1cn2ccsc2n1)c1ccc(Cl)cc1	19%[59 µM]	-21%	-10%[60.1 µM]	-2%	-11%
30	COc1ccc(CCNC(=O)CCCn2c(=O)c3cccn3c3cccnc32)c(OC)c1	12%[59 µM]	-8%	-2%	-14%	7%

no.	APE1 inh	BLM inh	POLB inh	POLI inh
21	1%	-2%	-3%	1%
22	-4%	2%	15%	-5%
23	10%	3%	26%	12%
24	0%	-4%	-19%	5%
25	.	-1%	-3%	8%
26	-4%	-11%	30%	15%
27	3%	-3%	-6%	-22%
28	-6%	-11%	11%	19%
29	.	-1%	11%	2%
30	10%	-4%	44%[activator]	-8%

More records.
no.	compound	G9a inh	JMJD2A Tudor	POLK inh	BAZ2B inh	POLH inh
31	O=C(N/N=C/c1cccc(O)c1)c1csc2ccccc12	12%[12.7 µM]	-11%	-19%	2%	-8%
32	Clc1ccc2nc(CSc3nc4ccccc4o3)cn2c1	5%[12.7 µM]	23%	-15%	8%	4%
33	COc1ccc(N2CCN(C(=O)COC(=O)CNC(=O)c3cccc(OC(F)F)c3)CC2)cc1	-10%[12.7 µM]	-20%	16%	-6%	-5%
34	COC(=O)Nc1ccc(SCC(=O)c2ccccc2)cc1	-27%	-10%	-4%	-6%	-15%
35	Cc1cc(OCC(=O)N2CCCCCC2)ccc1[N+](=O)[O-]	1%[59 µM]	-9%	4%	-5%	-15%
36	CC(=O)N[C@@H](CSC(=O)[C@]1([C@@H](O)C(C)C)NC(=O)[C@H](C)[C@@H]1O)C(=O)O	-23%[12.7 µM]	.	-15%[12 µM]	.	.
37	Cc1nn(-c2ccccc2)c2nc(N)c(C#N)c(-c3ccc(F)cc3)c12	5%[12.7 µM]	19%	-22%	10%	-15%
38	CCOc1cc(CNCCO)cc(Br)c1OCc1ccccc1	-41%	-3%	-4%	-31%	-17%
39	CCOC(=O)C1CCN(CCC(=O)Nc2cccc(Cl)c2C)CC1	3%[59 µM]	-13%	0%	-4%	-12%
40	CCc1cccc(NC(c2ccccc2)c2nnc(-c3ccccc3F)o2)c1 (stereo not given)	9%[59 µM]	5%	-28%	3%	?
41	Cc1ccc(NC(=O)c2cc(-c3ccccc3O)n[nH]2)cc1C	6%	4%	-6%	-14%	-16%
42	COc1cccc(NC(=O)N(Cc2c[nH]c3ccccc23)C2CCCCCC2)c1	-29%[59 µM]	-34%	-15%	.	-26%
43	N#Cc1ccc(C(=O)NC(=S)NC2CCCCC2)cc1	.	?	9%	.	-16%

no.	APE1 inh	BLM inh	POLB inh	POLI inh
31	-7%	-1%	?	-21%
32	-2%	-8%	-4%	-4%
33	12%	.	.	23%
34	-11%	-6%	-23%	-19%
35	-2%	3%	-1%	7%
36	-7%[12.4 µM]	5%[12.4 µM]	.	.
37	-6%	0%	-19%	-3%
38	7%	-2%	2%	-5%
39	0%	2%	-6%	31%
40	.	-14%	0%	17%
41	31%	-4%	-18%	?
42	.	-10%	?	8%
43	5%	.	.	10%

Results in POLB inh and APE1 inh, for some of the entries so far:
| nr | molecule | POLB inh | APE1 inh |
| --- | --- | --- | --- |
| 38 | CCOc1cc(CNCCO)cc(Br)c1OCc1ccccc1 | 2% | 7% |
| 39 | CCOC(=O)C1CCN(CCC(=O)Nc2cccc(Cl)c2C)CC1 | -6% | 0% |
| 40 | CCc1cccc(NC(c2ccccc2)c2nnc(-c3ccccc3F)o2)c1 (stereo not given) | 0% | . |
| 41 | Cc1ccc(NC(=O)c2cc(-c3ccccc3O)n[nH]2)cc1C | -18% | 31% |
| 42 | COc1cccc(NC(=O)N(Cc2c[nH]c3ccccc23)C2CCCCCC2)c1 | ? | . |

Source: PubChem (National Center for Advancing Translational Sciences (NCATS))

These rows are one share of the data; count on the stated rates, not on these rows.
